Screens: PubChem, Sanford-Burnham Center for Chemical Genomics
697 NFkB inh = inhibitors of PMA/ionomycin-induced NF-kB reporter, 697 cells, primary screen, B-cell NF-kB inhibitor project, cell-based, luminescence, uHTS; 697 B-cell NF-kB luciferase reporter, 16 h; inhibition, % at 4 µM; 0.33% of 330,000 active; AID 435022, 2010; in the data active means inhibition above about 35%
Jurkat NFkB inh = inhibitors of induced NF-kB luciferase reporter, primary screen, TCR NF-kB activation inhibitor project, cell-based, luminescence, uHTS. Jurkat, PMA/ionomycin-induced NF-kB luciferase reporter. inhibition, % at 4 µM. 0.53% of 330,000 active; in the data active means inhibition above about 50%
CCR6 antag = CCR6 receptor antagonists, primary screen, cell-based, CHO-K1, luminescence, beta-arrestin, uHTS. AID 493098, 2011. C-C chemokine receptor type 6 (Homo sapiens), P51684. CHO-K1 CCR6 PathHunter beta-arrestin, CCL20-stimulated. 0.49% of 340,000 active. inhibition, % at 20 µM;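 active means compounds whose inhibition of the agonist-driven luminescence signal at 20 µM reaches about 50%, limit read from the data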;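 further: cells stimulated with CCL20 at 14 nM final; plate controls were DMSO with CCL20 for no effect and DMSO without agonist for full effect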
Target sequence (P51684 whole entry, looked up): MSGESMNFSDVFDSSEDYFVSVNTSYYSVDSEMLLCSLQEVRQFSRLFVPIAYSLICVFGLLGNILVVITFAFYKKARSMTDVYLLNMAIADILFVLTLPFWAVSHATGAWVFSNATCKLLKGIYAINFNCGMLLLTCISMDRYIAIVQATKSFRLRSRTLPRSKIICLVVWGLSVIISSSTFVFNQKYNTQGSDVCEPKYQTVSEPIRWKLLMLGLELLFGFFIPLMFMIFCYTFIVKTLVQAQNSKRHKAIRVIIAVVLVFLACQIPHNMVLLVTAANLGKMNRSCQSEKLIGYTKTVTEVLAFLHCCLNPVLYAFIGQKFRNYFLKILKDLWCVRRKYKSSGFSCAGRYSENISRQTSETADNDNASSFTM
CXCR6 block = CXCR6 receptor inhibitors, primary screen, cell-based, beta-arrestin, luminescence, CHO-K1 PathHunter, 1536-well | C-X-C chemokine receptor type 6 (Homo sapiens), O00574 | inhibition, % at 20 µM | 0.36% of 360,000 active; in the data active means inhibition above about 34%, passing the limit was not always enough;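 further: antagonist mode with CXCL16 agonist at 10 nM final; 0% = 10 nM CXCL16 with DMSO and 100% = unstimulated wells without agonist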
Target sequence (O00574 whole entry, looked up): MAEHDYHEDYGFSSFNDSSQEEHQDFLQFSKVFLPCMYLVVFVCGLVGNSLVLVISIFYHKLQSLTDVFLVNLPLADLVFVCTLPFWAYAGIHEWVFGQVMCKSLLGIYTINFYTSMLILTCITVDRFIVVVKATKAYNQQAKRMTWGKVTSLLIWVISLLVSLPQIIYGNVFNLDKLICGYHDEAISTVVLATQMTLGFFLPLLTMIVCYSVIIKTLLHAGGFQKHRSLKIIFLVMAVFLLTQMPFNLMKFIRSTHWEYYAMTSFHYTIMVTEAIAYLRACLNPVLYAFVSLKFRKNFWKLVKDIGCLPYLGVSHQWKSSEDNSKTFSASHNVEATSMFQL
EBI2 block = EBI2 receptor antagonists, beta-arrestin recruitment, primary screen, cell-based, luminescence, 7a,25-OHC stimulation, uHTS; G-protein coupled receptor 183 (Homo sapiens), P32249; 7a,25-OHC stimulated; inhibition, % at 5 µM; 0.81% of 360,000 active; AID 651636, 2012; in the data active means inhibition above about 38%;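 further: enzyme fragment complementation signal reports receptor beta-arrestin coupling in cells; 0% = agonist plus DMSO wells and 100% = wells without agonist; some results beyond the cut were filed as inactive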
Target sequence (P32249 whole entry, looked up, the tested form may be a part): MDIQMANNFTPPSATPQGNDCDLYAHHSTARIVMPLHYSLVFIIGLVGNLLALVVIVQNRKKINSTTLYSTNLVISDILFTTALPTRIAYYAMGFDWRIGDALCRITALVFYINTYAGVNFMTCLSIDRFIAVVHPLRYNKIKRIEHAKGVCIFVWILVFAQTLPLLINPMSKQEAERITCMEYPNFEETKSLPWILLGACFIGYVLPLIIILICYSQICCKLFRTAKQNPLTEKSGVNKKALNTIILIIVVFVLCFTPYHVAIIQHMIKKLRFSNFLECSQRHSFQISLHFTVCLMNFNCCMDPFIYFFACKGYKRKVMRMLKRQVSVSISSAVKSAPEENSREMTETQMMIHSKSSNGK
Gli-Sufu block = Gli-Sufu pathway antagonists, primary screen, luciferase luminescence, Sufu-KO-LIGHT cells, uHTS | Sufu-KO-LIGHT fibroblasts, Gli luciferase reporter luminescence | inhibition, % at 5 µM | 0.74% of 340,000 active;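 active means inhibition above about 55%, limit read from the data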;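 further: 0% = DMSO-treated cells and 100% = wells with medium but no cells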
UBC13 polyUb = UBC13 polyubiquitin chain formation inhibitors, primary screen, biochemical, TR-FRET, uHTS; inhibition, % at 20 µM; 0.47% of 330,000 active; AID 485273, 2010; in the data active means inhibition above about 45%, passing the limit was not always enough; inconclusive means no clear call, values can overlap the other calls
APJ antag = antagonists of human apelin receptor APJ, primary screen, CHO-K1 cells, beta-arrestin complementation, luminescence; P35414; inhibition, % at 20 µM; 0.32% of 330,000 active; AID 2521, 2010;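 active means inhibition above about 40% at 20 µM, limit read from the data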;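 further: cells challenged with 10 nM apelin-13 agonist together with compound; plate controls were apelin-13 plus DMSO wells for no effect and DMSO wells lacking apelin-13 for full effect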
* marks the source's active call; other numbers are inactive results; ? = inconclusive; . = not tested or not shown.

#1 COc1ccc(NC2c3ccccc3C(=O)N2c2cccnc2)cc1Cl (centres undefined)
#2 CCN(CC)S(=O)(=O)c1ccc(C)c(NC(=S)N2CCN(Cc3ccc4c(c3)OCO4)CC2)c1
#3 CCOc1ccc(Br)cc1S(=O)(=O)Nc1cccc(S(=O)(=O)NC2=NCCC2)c1
#4 CCCCN(C(=O)c1cc(-c2ccco2)nc2ccccc12)c1c(N)n(CCC)c(=O)[nH]c1=O
#5 Cc1ccc(NS(=O)(=O)c2ccc(N/N=C/c3ccccc3OCC(=O)O)c([N+](=O)[O-])c2)c(C)c1
#6 CC(C)C[C@H](NC(=O)OC(C)(C)C)C(=O)N1CCC(C(=O)N[C@@H](Cc2c[nH]c3ccccc23)C(=O)O)CC1
#7 CCN=C(Nc1ccc2c(c1)OCO2)SC1CC(=O)N(c2ccc(OC)cc2)C1=O (centres undefined)
#8 CCn1c(=O)cc(OCC(=O)NCc2ccc(C)o2)c2ccccc21

assay / entry,1,2,3,4,5,6,7,8
697 NFkB inh,-2,-18,1,8,-15,-2,15,36*
EBI2 block,2,-1,-5,-4,-1,7,-7,-4
Gli-Sufu block,0,64*,3,-11,-1,0,10,10
Jurkat NFkB inh,10,27,0,-9,-8,-9,2,6
APJ antag,2,-12,-12,-23,20,19,-11,15
UBC13 polyUb,4,10,10,-22,-71,-2,-10,-4
CCR6 antag,18,10,14,16,48,8,0,4
CXCR6 block,1,-11,7,-3,25,-5,-5,-1

#9 C1=CCC(CN2CCNCC2)CC1 (centres undefined)
#10 CCOc1ccc(NC(=O)NN2C(C)CCCC2C)cc1 (centres undefined)
#11 Cc1ccc(NC(=O)CSc2nccn(-c3ccc4c(c3)OCCO4)c2=O)cc1
#12 O=C(Nc1ccccc1C(=O)N1CCCCC1)c1cccc(S(=O)(=O)N2CCOCC2)c1
#13 Cn1c(=O)c2c(n(Cc3ccccc3)c1=O)NC(=O)C2CC(=O)O (centres undefined)
#14 CCOc1ccc2ccc(OCC)c(/C=N/n3cnnc3)c2c1
#15 COCCNC(=O)CSc1ccc(C)cc1
#16 COc1ccc(OC)c(-c2csc(NC(=O)Cc3cc(OC)c(OC)c(OC)c3)n2)c1

assay / entry,9,10,11,12,13,14,15,16
697 NFkB inh,11,-5,-7,26,19,-48,6,-19
EBI2 block,-6,1,-7,5,-3,-2,-4,-9
Gli-Sufu block,-4,-3,1,-5,-11,9,5,13
Jurkat NFkB inh,0,-7,-10,18,12,-31,-11,12
APJ antag,1,11,9,20,6,12,-8,2
UBC13 polyUb,8,-1,4,-3,9,4,3,8
CCR6 antag,11,12,6,7,-6,8,-6,-18
CXCR6 block,-3,-3,9,-1,-4,-6,2,-8

Arranged by molecular weight (smallest number first): some entries from above.
#9 C1=CCC(CN2CCNCC2)CC1 (centres undefined)
#15 COCCNC(=O)CSc1ccc(C)cc1
#14 CCOc1ccc2ccc(OCC)c(/C=N/n3cnnc3)c2c1
#13 Cn1c(=O)c2c(n(Cc3ccccc3)c1=O)NC(=O)C2CC(=O)O (centres undefined)
#8 CCn1c(=O)cc(OCC(=O)NCc2ccc(C)o2)c2ccccc21
#16 COc1ccc(OC)c(-c2csc(NC(=O)Cc3cc(OC)c(OC)c(OC)c3)n2)c1

assay / entry,9,15,14,13,8,16
697 NFkB inh,11,6,-48,19,36*,-19
EBI2 block,-6,-4,-2,-3,-4,-9
Gli-Sufu block,-4,5,9,-11,10,13
Jurkat NFkB inh,0,-11,-31,12,6,12
APJ antag,1,-8,12,6,15,2
UBC13 polyUb,8,3,4,9,-4,8
CCR6 antag,11,-6,8,-6,4,-18
CXCR6 block,-3,2,-6,-4,-1,-8

Returning to the listing, repeating the three entries before the break.
#14 CCOc1ccc2ccc(OCC)c(/C=N/n3cnnc3)c2c1
#15 COCCNC(=O)CSc1ccc(C)cc1
#16 COc1ccc(OC)c(-c2csc(NC(=O)Cc3cc(OC)c(OC)c(OC)c3)n2)c1
#17 COC(=O)c1ccn(Cc2ccccc2Cl)n1
#18 CCN(CC)CCCNC1CCS(=O)(=O)C1 (centres undefined)
#19 COc1ccc(N2C(=O)CSC2c2cccc(F)c2)cc1 (centres undefined)
#20 COc1ccc(Cn2c(C)nc3c(c(=O)c4ccccc4n3C)c2=O)cc1
#21 COc1ccc(Nc2nnc(-c3ccc(C(N)=O)cc3)c3ccccc23)cc1
#22 COc1nc(C#N)nc(N(C)C)n1
#23 CC(=O)c1ccc(S(=O)(=O)NCc2ccc(C(=O)NCC(c3ccccc3)N(C)C)cc2)cc1 (centres undefined)
#24 Cc1cc(NC(=O)C(C)SCC(=O)OC(C)C(=O)Nc2cccc(C#N)c2)no1 (centres undefined)

assay / entry,14,15,16,17,18,19,20,21,22,23,24
697 NFkB inh,-48,6,-19,.,16,-12,-21,11,3,2,7
EBI2 block,-2,-4,-9,0,-1,-3,-12,8,1,-2,-3
Gli-Sufu block,9,5,13,-25,-7,-4,-3,-5,2,7,-5
Jurkat NFkB inh,-31,-11,12,.,2,-21,-18,-16,3,-1,17
APJ antag,12,-8,2,.,12,4,6,-10,-18,5,21
UBC13 polyUb,4,3,8,.,-2,5,21,-11,-5,-1,-2
CCR6 antag,8,-6,-18,9,0,8,12,11,-1,20,4
CXCR6 block,-6,2,-8,2,1,12,-14,5,2,0,-1

#25 COCCCNC(=O)c1ccccc1N(Cc1ccccc1)S(=O)(=O)c1ccc(OC)cc1
#26 CC(C)CSc1nc2ccccc2n1CC(N)=O
#27 CN1CCc2c(C#N)c(N3CCOCC3)nc(NCC3CCCO3)c2C1 (centres undefined)
#28 COCCNc1nc(NCc2ccccc2)c2cnn(C)c2n1
#29 COc1ccc(NC(=O)/C(C#N)=C/c2ccc(-c3ccc(Cl)c(C(=O)O)c3)o2)cc1
#30 COCCNC(=O)C(c1ccccc1)N(Cc1cccs1)C(=O)Cn1nnc2ccccc21 (centres undefined)
#31 O=C(N/N=C/c1ccc(OC(=O)c2cccs2)cc1)c1ccc(F)cc1
#32 Cc1noc(C)c1CSc1nnnn1-c1ccc(Cl)cc1

assay / entry,25,26,27,28,29,30,31,32
697 NFkB inh,-2,-21,3,-15,-68,6,-10,0
EBI2 block,4,-5,12,-6,6,5,-12,1
Gli-Sufu block,4,-24,6,8,2,0,-16,6
Jurkat NFkB inh,9,-29,15,-6,-15,-4,-2,-1
APJ antag,16,1,8,-2,8,6,2,5
UBC13 polyUb,1,2,12,8,-29,4,5,8
CCR6 antag,9,-2,8,-3,29,-2,-16,-2
CXCR6 block,1,-5,3,-6,-3,-4,4,-5

#33 Cc1oc(-c2ccccc2)cc1C(=O)NC1CCN(Cc2ccccc2)CC1
#34 Cc1ccc(OCCNC(=O)CCNS(=O)(=O)c2ccc(C)cc2)cc1
#35 Cc1ccc(NC(=O)CCC(=O)NCCO)cc1
#36 COc1ccc(N(CC(=O)Nc2nc3ccc(C)cc3s2)S(=O)(=O)c2c(C)nn(C)c2C)cc1
#37 O=C(Cc1cccc(NC(=O)C2CCCN(C(=O)C3CCC3)C2)c1)Nc1cccc(C(=O)N2CCCC2)c1 (centres undefined)
#38 CC(C(=O)N1CCCCC1)N1CCN(S(=O)(=O)c2ccc(Cl)cc2)CC1 (centres undefined)
#39 CC(C)C1(CCNC(=O)c2cccs2)CCOC(C)(C)C1 (centres undefined)
#40 COCCCNc1nc2c(-c3cccc(C(F)(F)F)c3)nnn2c2ccccc12

assay / entry,33,34,35,36,37,38,39,40
697 NFkB inh,2,-17,17,5,10,9,5,2
EBI2 block,17,28,-10,33,-3,-3,-12,6
Gli-Sufu block,9,-6,-8,1,-14,-5,4,-17
Jurkat NFkB inh,-4,-2,0,-6,14,0,4,7
APJ antag,-23,5,-11,21,-4,16,4,6
UBC13 polyUb,4,-4,-5,6,5,-6,14,35
CCR6 antag,12,16,11,3,7,9,17,-7
CXCR6 block,3,-2,6,0,-3,-5,-1,-1

#41 Cc1cccn2c(=O)cc(COC(=O)C(C)Oc3ccccc3)nc12 (centres undefined)
#42 COc1ccccc1-n1c(SCC(=O)N2CCCC2)nnc1-c1ccccc1
#43 COc1ccc(/C=N/NC(=S)Nc2ccccc2)cc1COc1cccc(C)c1C
#44 OC1CCCN(c2c3c(nc4cc(-c5cccc(F)c5)nn24)CCCC3)C1 (centres undefined)
#45 Cn1cnnc1SCC(=O)Nc1sccc1C#N
#46 COc1ccc(C2C(C(=O)O)CCC(=O)N2c2ccc(C)cc2)cc1OC (centres undefined)
#47 CC(NC(=O)c1ccccc1SCC(=O)N1CCCC1)c1ccc(F)cc1 (centres undefined)
#48 O=c1c2cc(Cl)ccc2[nH]c(=S)n1Cc1cccs1

assay / entry,41,42,43,44,45,46,47,48
697 NFkB inh,6,-1,-13,-98,-15,-17,-4,-4
EBI2 block,2,-3,5,14,-8,5,-3,0
Gli-Sufu block,.,42,-13,22,-4,-4,3,7
Jurkat NFkB inh,7,-9,9,-54,-5,-5,-5,15
APJ antag,-2,10,8,-5,-21,-24,13,5
UBC13 polyUb,14,-9,-13,4,-11,-19,3,?
CCR6 antag,7,13,1,11,8,4,1,9
CXCR6 block,11,4,-6,11,2,-3,-2,4

#49 O=C(CSc1nnnn1C1CCCC1)Nc1ccc2c(c1)OCO2
#50 CCOC(=O)N1CCN(C(=O)CSCc2ccc(Br)cc2)CC1
#51 CCC(C)N(C(=O)Cn1c(=O)cnc2ccccc21)C1CCS(=O)(=O)C1 (centres undefined)
#52 COc1cccc(C2CC(c3cccs3)=NN2S(C)(=O)=O)c1 (centres undefined)
#53 CC(C)NC(=O)NNC(=O)c1nn(-c2ccc(F)cc2)ccc1=O
#54 COc1ccc(S(=O)(=O)N2CCOCC2)cc1NC(=O)c1cc(C)oc1C
#55 Cn1c(=O)oc2cc(S(=O)(=O)NCc3cccnc3)ccc21
#56 O=S(=O)(Nc1ccc(-c2ccc3nncn3n2)cc1)c1ccc(Cl)s1

assay / entry,49,50,51,52,53,54,55,56
697 NFkB inh,10,2,17,1,-15,11,11,3
EBI2 block,-10,2,8,-7,2,0,-5,2
Gli-Sufu block,-31,-23,-4,-6,2,-5,-2,-4
Jurkat NFkB inh,12,16,7,-13,-13,-1,-9,1
APJ antag,12,13,2,3,2,-1,-25,8
UBC13 polyUb,8,18,-3,1,33,5,-6,6
CCR6 antag,4,7,0,15,-7,-5,6,0
CXCR6 block,5,-5,-6,7,-7,2,0,6

#57 CC(C)Oc1cc(NC(=O)CS(=O)CC(=O)Nc2cccc(C(F)(F)F)c2)c(Cl)cc1Cl (centres undefined)
#58 COc1ccc2c(c1)Cc1sc(NC(=O)c3ccccc3)nc1-2
#59 Cc1ccccc1NC(=O)C(=Cc1ccc(C(=O)O)cc1)C(=O)Nc1ccccc1C
#60 O=C(CNS(=O)(=O)c1c(F)cccc1F)NC1CCCc2ccccc21 (centres undefined)
#61 CC1CC(C)CN(CCCNC(=O)CN2C(=O)COc3ccc(S(=O)(=O)N4CCOCC4)cc32)C1 (centres undefined)
#62 N#Cc1cccc(NC(=O)CCNC(=O)c2ccccc2Cl)c1
#63 NS(=O)(=O)c1ccc2nc(NC(=O)Nc3ccc(F)cc3)sc2c1

assay / entry,57,58,59,60,61,62,63
697 NFkB inh,19,0,.,7,4,9,-53
EBI2 block,14,7,0,-10,-9,4,-3
Gli-Sufu block,0,-35,20,14,6,9,2
Jurkat NFkB inh,15,10,.,17,13,15,-61
APJ antag,-21,-5,.,-5,19,12,-20
UBC13 polyUb,8,-14,.,8,0,1,-4
CCR6 antag,-3,4,7,-5,6,8,8
CXCR6 block,0,-16,4,2,-4,-1,-8
